Compound activity (PubChem BioAssay)
dFosB act: mouse delta FosB homodimer activation; purified delta FosB, TAMRA-CDK5 oligo fluorescence polarization; percent of positive-control signal above neutral wells; AID 493131; activation, % at 25 µM; actives 0.99% (n = 340,000);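 active means mean activation above about 17%, with every replicate also reaching it, limit read from the data, passing the limit was not always enough; inconclusive means only one of the two conditions met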;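 further: fluorescence polarization rise as delta FosB binds a TAMRA Cdk5 AP-1 oligo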
V-ATPase pH: regulators of yeast V-ATPase proton transport; response, % at 10 µM; S. cerevisiae, pHLuorin cytosolic pH fluorescence; actives 0.37% (n = 350,000); AID 504577; in the data active means response mostly above about 7.3%, no sharp cut-off; inactive means mostly below about 5.4%; further: actives read high; inactives centre near 0; some compounds called inactive have numbers as strong as hits; reference of the scale not given here
HTR5A ag ctr: activates human HTR5A in OPRM1-OPRD1 agonist counter-screen; activation, % at 9.3 µM; AID 504692; HTR5A agonist assay, luminescence, cell-based; actives 0.61% (n = 340,000); in the data active means activation mostly above about 9.5%, no sharp cut-off; inactive means mostly below about 7.6%;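 further: 0% = cells with vehicle only and 100% = reference agonist; strong numbers were not always called active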
Wnt bcat act: Wnt/beta-catenin pathway activation | activation, % at 9.35 µM | AID 743398 | actives 1.2% (n = 300,000) | Wnt/beta-catenin reporter cell assay, activator, plate reader; in the data active means activation above about 30%, passing the limit was not always enough; inconclusive means no clear call, values can overlap the other calls;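 further: 0% = neutral control wells and 100% = positive control wells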
NSD2 inh: inhibitors of human histone methyltransferase NSD2. O96028. NSD2 peptide methylation, AlphaScreen, 120 min. inhibition, % at 12.5 µM. actives 0.54% (n = 310,000); in the data active means inhibition above about 50%
Target sequence (O96028 whole entry, looked up): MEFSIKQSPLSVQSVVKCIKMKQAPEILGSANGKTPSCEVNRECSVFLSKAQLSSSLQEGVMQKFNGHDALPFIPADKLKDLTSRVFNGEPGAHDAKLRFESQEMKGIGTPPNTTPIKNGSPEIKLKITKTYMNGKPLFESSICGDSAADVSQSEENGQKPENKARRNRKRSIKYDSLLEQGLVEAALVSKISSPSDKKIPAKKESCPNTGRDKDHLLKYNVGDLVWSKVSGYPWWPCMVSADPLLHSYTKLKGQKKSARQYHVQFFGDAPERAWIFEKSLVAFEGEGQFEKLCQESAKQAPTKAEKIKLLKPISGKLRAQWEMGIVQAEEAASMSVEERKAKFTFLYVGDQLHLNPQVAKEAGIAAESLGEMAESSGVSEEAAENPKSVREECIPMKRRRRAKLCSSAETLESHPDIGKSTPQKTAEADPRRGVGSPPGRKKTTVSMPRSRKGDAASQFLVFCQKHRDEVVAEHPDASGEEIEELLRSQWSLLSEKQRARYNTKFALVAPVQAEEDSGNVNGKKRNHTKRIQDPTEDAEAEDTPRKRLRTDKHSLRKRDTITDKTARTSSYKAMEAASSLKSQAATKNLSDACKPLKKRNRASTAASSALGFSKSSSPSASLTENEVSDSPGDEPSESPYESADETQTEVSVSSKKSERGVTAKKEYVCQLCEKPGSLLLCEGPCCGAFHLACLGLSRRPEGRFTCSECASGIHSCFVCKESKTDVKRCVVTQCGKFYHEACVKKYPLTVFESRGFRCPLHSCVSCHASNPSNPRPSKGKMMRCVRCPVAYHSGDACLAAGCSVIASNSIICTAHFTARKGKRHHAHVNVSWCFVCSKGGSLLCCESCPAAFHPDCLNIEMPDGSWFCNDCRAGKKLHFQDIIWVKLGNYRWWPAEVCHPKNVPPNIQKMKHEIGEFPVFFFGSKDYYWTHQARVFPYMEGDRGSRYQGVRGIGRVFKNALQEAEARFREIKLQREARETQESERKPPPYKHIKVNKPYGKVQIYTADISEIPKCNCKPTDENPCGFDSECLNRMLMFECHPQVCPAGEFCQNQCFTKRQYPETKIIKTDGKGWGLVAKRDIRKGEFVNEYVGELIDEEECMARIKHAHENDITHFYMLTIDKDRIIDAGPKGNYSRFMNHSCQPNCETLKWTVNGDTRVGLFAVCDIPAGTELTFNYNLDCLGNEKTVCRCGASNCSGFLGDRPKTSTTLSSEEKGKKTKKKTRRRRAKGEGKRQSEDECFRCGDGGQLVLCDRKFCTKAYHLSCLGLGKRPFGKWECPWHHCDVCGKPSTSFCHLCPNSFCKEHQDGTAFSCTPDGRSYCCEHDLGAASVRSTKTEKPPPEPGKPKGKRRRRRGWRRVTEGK
MITF act: MITF TRPM1 promoter activation in melanoma cells; AID 588334; SK-MEL-5 TRPM1-promoter luciferase, 24 h; % of positive control, neutral wells = 0; activation, % at 12.5 µM; actives 0.75% (n = 300,000);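 active means mean activation of at least 80% with every replicate also reaching 80%; inconclusive means mean reaches 80% but some replicate falls short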;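 further: 0% = neutral control wells and 100% = parthenolide positive control wells; values of inactives mirror those of a sister screen read the other way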
PvdQ acylase: blocks Pseudomonas aeruginosa PvdQ acylase activity | inhibition, % at 10 µM | purified PvdQ acylase, fluorescence plate reader | actives 0.063% (n = 340,000) | AID 488965; in the data active means inhibition above about 30%, passing the limit was not always enough; inconclusive means no clear call, values can overlap the other calls;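 further: 0% = vehicle neutral wells and 100% = reference inhibitor wells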
SR-BI DiI inh: mouse SR-BI HDL lipid transfer inhibition | ldlA[mSR-BI] CHO cells, DiI-HDL uptake fluorescence, 3 h | inhibition, % at 12.5 µM | AID 488896 | actives 0.96% (n = 320,000);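 active means mean replicate inhibition of at least 70% and a set share of replicates each scoring 70 or more; inconclusive means meets just one of the two criteria; inactive means fails both criteria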;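 further: 0% = median of neutral control wells and 100% = median of positive control wells; values of inactives mirror those of a sister screen read the other way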
HTR5A inv ctr: HTR5A inverse agonism, opioid heterodimer counter-screen; P47898; HTR5A cell line, luminescence; inhibition, % at 9.3 µM; actives 0.083% (n = 340,000); AID 504634; in the data active means inhibition mostly above about 23%, no sharp cut-off; inactive means mostly below about 18%;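 further: 0% = cells with DMSO and 100% = no-cell wells with DMSO; some compounds called inactive have numbers as strong as hits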
CDK5 p35 inh: inhibitors of human CDK5/p35 kinase. inhibition, % at 10 µM. Recombinant CDK5/p35, ADP-Glo luminescence, 60 min. Q00535+Q15078. actives 0.01% (n = 330,000). AID 488839;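 active means highest replicate inhibition of at least 50% and at least 75% of replicates reaching 50%; inconclusive means only one of the two criteria met; inactive means both criteria failed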;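 further: plate controls were DMSO neutral control for no effect and GW8510 at 10 µM for full effect; many of its hits are not listed in these tables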
An asterisk follows results filed as active; ? = inconclusive; nt = not tested or not shown.

Below each SMILES – dFosB act	V-ATPase pH	HTR5A ag ctr	Wnt bcat act	NSD2 inh	MITF act	PvdQ acylase	SR-BI DiI inh	HTR5A inv ctr	CDK5 p35 inh
O=C(O)C1CC(c2ccc(F)cc2)=NO1 (stereo not given)
→ -2	-90	6	nt	-1	-6	-5	-20	-3	-0.8
O=C(O)C1=CCCN(CCON=C(c2ccccc2)c2ccccc2)C1
→ -1	-3	7	-2	nt	-6	3	1	-24	-0.4
O=C(CCc1ccccc1)Nc1ccc(Cl)cn1
→ 0	0	1	nt	nt	19	10	-5	-20	1.1
COc1cccc(C2c3[nH]c4ccccc4c3C[C@H]3C(=O)N(CCCOC(C)C)CC(=O)N23)c1 (stereo not given in full)
→ -11	1	5	-1	-1	4	-11	49	-20	-0.5
CC(=O)Nc1cc(NC(C)=O)cc(C(=O)N2CCCC3CCCCC32)c1 (stereo not given)
→ -2	-3	2	0	5	-2	-14	-12	-8	0.9
N=c1c(C(=O)NCC2CCCO2)cc2c(=O)n3ccccc3nc2n1Cc1cccnc1 (stereo not given)
→ -9	-11	2	nt	1	-4	-47	-8	-20	-0.1
O=C(NC1CCCCC1)C(c1cccs1)N(C(=O)C(F)(F)F)c1ccccc1 (stereo not given)
→ 0	-4	10	-5	26	-3	-10	-6	4	-0.7
O=C(O)CC/C(=N\NC(=O)CNC(=O)/C=C/c1ccccc1)c1ccccc1
→ -2	-3	-3	7	nt	8	-2	-9	8	0.8
CC(C)[C@H]1COCCS(=O)(=O)N1Cc1ccccc1-c1cccc(Cl)c1
→ -11	-3	1	-1	nt	8	5	-21	-3	0.2
COc1cccc(/C=N/NC(=O)C(=O)NCc2cccnc2)c1
→ -5	-3	17	6	-4	-12	-7	-29	-69	0.5
O=C(Cn1cnc2c(NCc3ccccc3)ncnc21)NCc1ccccc1
→ -2	-1	nt	-2	nt	-36	-7	28	nt	0.1
CC(C)c1ccc(C2NC(=O)CCC2[N+](=O)[O-])cc1 (stereo not given)
→ 2	0	-1	-4	-3	4	-8	-8	-52	-0.1
Cc1cc(C)cc(C(=O)OCC(=O)NC(=O)NC2CCCC2)c1
→ -17	-3	5	-1	1	0	-12	8	-27	-3.5
CSc1ccc(CN2C(=O)NC3(CCCCC3)C2=O)cc1
→ -6	6	0	0	1	-2	-1	-14	-21	-0.3
Cc1ccc(NC(=O)c2cc(S(=O)(=O)N3CCOCC3)c(Br)s2)cc1
→ 0	5	2	-4	-1	3	3	?	-19	2.2
CCOC(=O)CSc1nc2c(c(=O)[nH]c(=O)n2C)n1CCc1ccccc1
→ 8	-3	0	-1	-4	nt	-17	-3	2	-1.4
C[C@H](NC(=O)c1nc[nH]c1C(=O)N[C@@H](Cc1ccccc1)C(=O)OCc1ccccc1)C(=O)OCc1ccccc1
→ -14	3	1	-9	nt	6	-6	9	11	-0.4
CC(C)(C)c1cccc(OCCCSc2ncccn2)c1
→ -3	-1	1	nt	-3	nt	-13	-16	-3	0.6
Cc1ccn2c(=O)nc(SCC(=O)Nc3cc(C)on3)nc2c1
→ -6	0	-6	2	1	8	3	-14	15	-0.3
CCOC(=O)C1=C(C)NC(C)=C(C(=O)OC)C1c1cccc([N+](=O)[O-])c1 (stereo not given)
→ 6	-2	-6	-2	nt	-8	0	-7	21	-3.6
COc1nc(C)cc(C)c1S(=O)(=O)c1ccccc1C
→ 1	2	1	2	-3	-1	-13	-17	-5	0.9
O=C(CC(=O)N/N=C/c1c(F)cccc1Cl)NCCc1ccccc1
→ -8	3	1	3	0	1	-10	11	-5	-0.4
CCOc1ccc(Oc2ccccc2NS(=O)(=O)c2ccc(CCC(=O)O)cc2)cc1
→ -4	-5	-5	-1	2	5	-22	3	11	0.9
O=C(O)c1ccccc1C(=O)c1ccc2c(c1)CCC2
→ 4	4	0	2	-2	3	4	-6	-1	1.7
Cc1cccc(/C=N/Nc2nncc3ccccc23)c1
→ -17	5	1	6	-6	67	-2	8	-4	2.0
CCCN(Cc1nnc(-c2cccs2)o1)C(=O)CN1C(=O)NC2(CCCCC2)C1=O
→ 6	1	2	2	-1	12	21	-17	-5	0.1
COc1ccccc1C(=O)NCCC(=O)Nc1ccc(S(=O)(=O)N2CC(C)CC(C)C2)cc1 (stereo not given)
→ -22	-3	5	0	nt	8	-20	14	2	-11
Clc1ccc2nc(-c3ccccc3)cn2c1
→ -6	0	3	?	-2	-3	14	-4	-10	3.0
COCC(C)n1c(C)cc(C(=O)CSc2nnc(-c3ccco3)o2)c1C (stereo not given)
→ -1	-3	-2	-1	4	2	-6	-2	7	-0.4
COc1ccc(N2CCN(C(=O)CNC(=O)Cn3c(C)cc4ccccc4c3=O)CC2)cc1
→ -3	-1	1	nt	-1	nt	-7	8	7	-0.3

A second format for some results above.
Compound,dFosB act,V-ATPase pH,HTR5A ag ctr,Wnt bcat act,NSD2 inh,MITF act,PvdQ acylase,SR-BI DiI inh,HTR5A inv ctr,CDK5 p35 inh
CSc1ccc(CN2C(=O)NC3(CCCCC3)C2=O)cc1,-6,6,0,0,1,-2,-1,-14,-21,-0.3
Cc1ccc(NC(=O)c2cc(S(=O)(=O)N3CCOCC3)c(Br)s2)cc1,0,5,2,-4,-1,3,3,?,-19,2.2
CCOC(=O)CSc1nc2c(c(=O)[nH]c(=O)n2C)n1CCc1ccccc1,8,-3,0,-1,-4,nt,-17,-3,2,-1.4
C[C@H](NC(=O)c1nc[nH]c1C(=O)N[C@@H](Cc1ccccc1)C(=O)OCc1ccccc1)C(=O)OCc1ccccc1,-14,3,1,-9,nt,6,-6,9,11,-0.4
CC(C)(C)c1cccc(OCCCSc2ncccn2)c1,-3,-1,1,nt,-3,nt,-13,-16,-3,0.6
Cc1ccn2c(=O)nc(SCC(=O)Nc3cc(C)on3)nc2c1,-6,0,-6,2,1,8,3,-14,15,-0.3
CCOC(=O)C1=C(C)NC(C)=C(C(=O)OC)C1c1cccc([N+](=O)[O-])c1 (stereo not given),6,-2,-6,-2,nt,-8,0,-7,21,-3.6
COc1nc(C)cc(C)c1S(=O)(=O)c1ccccc1C,1,2,1,2,-3,-1,-13,-17,-5,0.9
O=C(CC(=O)N/N=C/c1c(F)cccc1Cl)NCCc1ccccc1,-8,3,1,3,0,1,-10,11,-5,-0.4
CCOc1ccc(Oc2ccccc2NS(=O)(=O)c2ccc(CCC(=O)O)cc2)cc1,-4,-5,-5,-1,2,5,-22,3,11,0.9
O=C(O)c1ccccc1C(=O)c1ccc2c(c1)CCC2,4,4,0,2,-2,3,4,-6,-1,1.7

Following part
Below each SMILES – dFosB act	V-ATPase pH	HTR5A ag ctr	Wnt bcat act	NSD2 inh	MITF act	PvdQ acylase	SR-BI DiI inh	HTR5A inv ctr	CDK5 p35 inh
O=C(N/N=C/c1ccc2c(c1)OCO2)C(=O)Nc1cccc(Cl)c1
→ -2	-1	-3	5	0	59	-3	0	-17	0.0
CCOC(=O)c1cc(C)[nH]c(=S)c1C#N
→ -5	-2	1	-1	2	6	-7	-10	-4	-0.6
COc1cc(NC(=O)C2CC(=O)N(CCc3ccccc3)C2)cc(OC)c1 (stereo not given)
→ -9	-3	0	5	-1	0	-5	4	-26	-0.6
FC(F)(F)c1cc(-c2cccs2)nc2nc(N3CCOCC3)sc12
→ -5	1	1	0	3	7	1	?	-4	-1.2
O=C(NNc1nc(-c2ccccc2)c2cc(Br)ccc2n1)c1ccc(S(=O)(=O)N2CCOCC2)cc1
→ -4	0	0	-2	9	-9	5	-16	-28	-0.5
C=CCn1c(C)cc(C(=O)Cn2c(C(C)O)nc3ccccc32)c1C (stereo not given)
→ -8	1	9	-2	-2	2	8	-2	-24	-0.8
CCOc1ccc(S(=O)(=O)Nc2ccc(S(=O)(=O)N3CCOCC3)cc2)cc1
→ -5	-1	0	nt	-9	-3	-14	-16	-7	-1.3
O=C(NC1CCCCCCC1)c1c(O)c2ccccc2[nH]c1=O
→ 4	1	-3	nt	-2	100*	-7	-20	6	2.0
NC(=O)c1ccsc1NC(=O)COC(=O)CCCOc1ccccc1
→ -8	1	0	-4	-1	-13	-18	-17	0	-0.4
COc1ccc2c(c1)cc(C(O)c1ccccn1)n2S(=O)(=O)c1ccccc1 (stereo not given)
→ -8	0	4	nt	-1	15	-1	-20	-6	1.5
O=c1c2ccccc2nc2n1C(CSc1ccccc1)CS2 (stereo not given)
→ 2	2	0	-2	-7	-4	-6	2	0	2.1
C/C=C/C(=O)OCC(=O)Nc1ccc(C)c(S(=O)(=O)N(C)C)c1
→ -11	3	2	4	-8	3	-1	2	-6	-0.9
Cc1cc(C)n(-c2ccc(C(=O)Nc3cc(S(=O)(=O)N(C)C)ccc3Cl)cc2)n1
→ 9	1	4	2	-2	-22	5	42	14	-0.4
CCOC(=O)Cc1csc(NC(=O)C2CCCN(S(=O)(=O)c3cnc[nH]3)C2)n1 (stereo not given)
→ -2	0	-1	-4	nt	-1	-22	-3	2	-4.0
Cc1ccc(NC(=O)c2cc(S(=O)(=O)c3ccccc3)ccc2Cl)cc1
→ -1	1	2	nt	0	-5	5	17	-6	1.8
Cn1c(=O)c(C(=O)c2ccccc2)nc2ccccc21
→ -4	3	0	nt	0	-6	-3	-1	4	-1.3
CC(Nc1nc(-c2ccc(F)cc2)cs1)c1nc2cc(Cl)c(Cl)cc2n1CCOCCO (stereo not given)
→ 6	-3	7	-5	nt	0	1	-18	-19	0.6
Cc1ccc(S(=O)(=O)Nc2cc(=O)[nH]c(SCc3ccc(Cl)cc3)n2)cc1
→ -2	0	2	-5	2	12	-9	-2	-6	0.3
CCn1c(Cc2ccccc2)nnc1SCC(=O)Nc1ccccc1O
→ -3	-4	0	-2	-1	17	5	2	3	-1.5
Cc1ncc(N=Nc2ccc(F)cc2)c(-c2ccc(Cl)cc2)n1
→ 3	1	-3	-4	2	-9	1	36	7	-1.0
CC(C)COC(=O)c1ccccc1N1C(=O)C2C3CCC(C3)C2C1=O (stereo not given)
→ -8	2	3	-2	nt	-8	-19	-2	-9	-6.5
O=C(CCNC(=O)c1ccccc1)NN=Cc1ccc(Br)o1
→ -1	1	-2	-3	nt	1	5	12	9	-1.2
CC(C)c1ccc(S(=O)(=O)N(C)C2(C)CCS(=O)(=O)C2)cc1 (stereo not given)
→ -8	-1	5	-3	6	8	-9	-8	-14	1.8
O=C(NCc1cc(C(F)(F)F)ccc1F)C1CCC(=O)N(C2CCCCCC2)C1 (stereo not given)
→ -8	1	0	1	-2	7	-9	-16	1	0.0
Cc1ccc(/C(O)=C2/C(=O)C(=O)N(Cc3ccco3)C2c2cccs2)cc1 (stereo not given)
→ 4	0	1	2	-2	7	-4	5	13	-0.3
Cn1ncc(-c2ccno2)c1C(=O)O
→ 1	-3	0	-7	-3	-9	-16	-7	1	1.4
